Tau ThT inhib: qHTS for Inhibitors of Tau Fibril Formation, Thioflavin T Binding. 2.1% of 270,000 active. recombinant tau K18 P301L (four-repeat tau fragment), heparin-induced fibrillization, ThT fluorescence. Potency, µM (series often up to 57.4 µM), for the others: at the highest dose activity, negative = inhibition, most hits filed as inhibitors. AID 1460, 2008. Microtubule-associated protein tau (Homo sapiens), P10636; further: nearly all actives have a fitted effect of over 55% in size
Target sequence (P10636 561-689 P618L limits assumed): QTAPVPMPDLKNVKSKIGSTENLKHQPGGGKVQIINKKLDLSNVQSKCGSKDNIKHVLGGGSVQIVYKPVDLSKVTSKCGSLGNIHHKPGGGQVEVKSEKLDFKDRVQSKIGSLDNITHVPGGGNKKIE
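Recombinant human tau K18 fragment […] carrying P301L, 15 uM unlabeled plus 0.24 uM Alexa 594-labeled, was fibrillized with 20 uM heparin in 100 mM sodium acetate pH 7 for 6 hr at 37 C; 30 uM ThT fluorescence read after 1 hr.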
L3MBTL1 block: qHTS Assay for the Inhibitors of L3MBTL1; 0.66% of 230,000 active; Lethal(3)malignant brain tumor-like protein 1 (Homo sapiens), Q9Y468; Potency, µM (top dose mostly 57.1 µM), inactives show at the highest dose activity, negative = inhibition, hits mostly inhibitors; AlphaScreen L3MBTL1–H3K9me1 peptide binding; further: nearly all actives have a fitted effect of over 60% in size
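AlphaScreen assay: L3MBTL1 (50 nM final) was preincubated 30 min at room temperature with biotinylated H3(1-15)K9me1 peptide (75 nM final), then 30 min with library compounds; streptavidin donor and nickel chelate acceptor beads (10 ug/mL final) added, 30 min dark.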
TRb-SRC2 inh: qHTS for Inhibitors of the Interaction of Thyroid Hormone Receptor and Steroid Receptor Coregulator 2. TRbeta-SRC2 peptide binding, fluorescence polarization; receptor liganded with 1 µM T3. Potency, µM (top dose mostly 106 µM), without a hit: at the top dose activity change, negative = inhibition, actives largely listed as inhibitors. 0.065% of 280,000 active. AID 1469, 2008;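 further: plate controls were bound peptide for no effect and peptide without receptor for full effect; nearly all actives have a fitted effect of over 50% in size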
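Polarization signal, normalized between peptide-alone and full complex controls, measured compound effects on T3-liganded human TRb LBD (0.6 uM) binding 20 nM Texas Red SRC2 peptide after 5 hr.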
RECQ1 inh: qHTS Assay for Inhibitors of RecQ-Like Dna Helicase 1 (RECQ1) | 0.54% of 240,000 active | ATP-dependent DNA helicase Q1 (Homo sapiens), P46063 | Potency, µM (doses to about 57.3 µM), for inactives: at the top dose activity, negative = inhibition, most hits filed as inhibitors | RECQ1 DNA unwinding, red fluorescence kinetic read;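 further: plate controls were vehicle for no effect and no enzyme for full effect; nearly all actives have a fitted effect of over 30% in size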
Target sequence (P46063 whole entry, looked up): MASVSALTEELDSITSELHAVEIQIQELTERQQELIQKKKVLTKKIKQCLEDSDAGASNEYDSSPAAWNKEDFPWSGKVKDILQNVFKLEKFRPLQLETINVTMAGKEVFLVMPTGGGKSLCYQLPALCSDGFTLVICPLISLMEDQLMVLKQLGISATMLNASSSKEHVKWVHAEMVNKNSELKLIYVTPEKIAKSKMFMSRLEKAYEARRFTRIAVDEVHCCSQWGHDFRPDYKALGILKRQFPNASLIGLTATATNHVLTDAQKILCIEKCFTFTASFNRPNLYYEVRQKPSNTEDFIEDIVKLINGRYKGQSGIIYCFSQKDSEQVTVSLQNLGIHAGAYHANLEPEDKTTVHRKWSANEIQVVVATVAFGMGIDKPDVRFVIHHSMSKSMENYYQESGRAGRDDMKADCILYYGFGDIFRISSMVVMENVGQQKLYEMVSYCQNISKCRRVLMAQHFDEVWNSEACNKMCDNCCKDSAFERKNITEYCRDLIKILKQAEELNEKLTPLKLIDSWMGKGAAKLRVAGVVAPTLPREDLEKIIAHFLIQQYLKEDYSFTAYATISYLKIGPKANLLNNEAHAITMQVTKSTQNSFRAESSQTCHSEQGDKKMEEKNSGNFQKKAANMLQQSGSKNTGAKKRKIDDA
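RECQ1T1 50 nM; forked duplex (20 bp + 30-nt ss tails) 200 nM, ATP 2 mM final; pH 8.0, 2 mM MgCl2, 2.5 ug/ml poly(dI-dC); 15 min compound preincubation; discontinuous kinetic read over 2 h at RT.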
TexasRed fluor: Total Fluorescence Counterscreen for Inhibitors of the Interaction of Thyroid Hormone Receptor and Steroid Receptor Coregulator 2 | TRb/SRC2 Texas Red total fluorescence interference | Potency, µM (titrated, usually from 106 µM), inactives show top-dose fluorescence change, negative = quenching | 0.29% of 280,000 active; active means well fitted curve in either direction with a large enough effect; inconclusive means small, poorly fitted or top-dose-only effect
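Human TRb ligand-binding domain at 0.6 uM with 20 nM Texas Red SRC2 peptide in Tris buffer containing 1 uM T3 and 5% DMSO, incubated with compound 5 h at ambient temperature. Total fluorescence (555/632 nm) calculated as parallel + 2 × perpendicular.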
JMJD2E inh: qHTS Assay for Inhibitors of Human Jumonji Domain Containing 2E (JMJD2E); Lysine-specific demethylase 4E (Homo sapiens), B2RXH2; JMJD2E catalytic domain, FDH-coupled NADH fluorescence (FDH is formaldehyde dehydrogenase); Potency, µM (doses to about 57.1 µM), without a hit: top-dose activity change, negative = inhibition, usual class: inhibitors; 1.6% of 230,000 active; active means well fitted inhibition curve with a large enough effect, not every such curve was filed as active; inconclusive means small, poorly fitted or top-dose-only effect, or another doubt; inactive means no such curve, though single readings can be large or run the other way;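 further: 0% = wells with enzyme and -100% = buffer wells without enzyme; nearly all actives have a fitted effect of over 50% in size; many of its hits are not listed in these tables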
RGS12 GoLoco inh: qHTS Assay for Inhibitors of RGS12 GoLoco Motif Activity (Red Fluorophore); Potency, µM (highest dose often 61.6 µM), without a hit: at the highest dose activity, negative = inhibition, usual class: inhibitors; AID 880, 2007; 0.44% of 230,000 active; Guanine nucleotide-binding protein G(i) subunit alpha-1 (Homo sapiens), P63096; Gai1:RGS12 GoLoco peptide FP, rhodamine, 10 min; active means well fitted inhibition curve with a large enough effect, not every such curve was filed as active; inactive means no such curve, though single readings can be large or run the other way; further: nearly all actives have a fitted effect of over 30% in size; many of its hits are not listed in these tables
Tau fibril FP: qHTS for Inhibitors of Tau Fibril Formation, Fluorescence Polarization. 0.39% of 280,000 active. Potency, µM (series often up to 57.7 µM), inactives show top-dose activity, negative = inhibition, usual class: inhibitors. AID 1468, 2008. K18 P301L tau heparin fibrillization, Alexa594 FP, 6 h; further: nearly all actives have a fitted effect of over 55% in size
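Quantitative HTS format: compounds meet 15 uM recombinant K18 P301L tau and Alexa 594-tau tracer in 100 mM sodium acetate pH 7; 20 uM heparin triggers fibrillization at 37 C over 6 hr; FP gives the signal.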
An asterisk follows results filed as active; i = inactive; ? = inconclusive; . = not tested or not shown; & = joins results of further samples; [ ] = remark or other dose. Unless noted, the call rests on the fitted dose curve; in most records, active means well fitted curve in the direction sought with a large enough effect; inconclusive means small, poorly fitted or top-dose-only effect, or another doubt; inactive means no such curve, though single readings can be large; an effect the other way counts as inactive or inconclusive. Unless noted, on the % scale 0 is the no-effect control and ±100 the full control effect; potency means the concentration at half of the fitted maximal effect. This is a subset; count on the stated rates, not on these rows.

| Molecule | L3MBTL1 block | TexasRed fluor | RGS12 GoLoco inh | JMJD2E inh | Tau ThT inhib | Tau fibril FP | RECQ1 inh | TRb-SRC2 inh |
| --- | --- | --- | --- | --- | --- | --- | --- | --- |
| C=CCOC(=O)c1sc(NC(=O)c2ccc(OC)cc2)nc1C | 0% | -3% | -4% | ? | -4% | -14% | -5% | 0% |
| O=C(CN1CCCCC1)Nc1ccccc1 | . | 0% | 8% | -4% | -1% | -3% | -14% | 3% |
| CCOC(=O)c1sc(NC(=O)CC)c(C#N)c1C | . | 0% | -3% | 5% | -4% | 7% | -8% | -1% |
| Cc1nnc(SCc2ccccc2)n1CC1CCCO1 (stereo not given) | . | -3% | 3% | 0% | -4% | -4% | -12% | -18% |
| CC(C)(C)n1nc(-c2ccc(Cl)cc2)c2c(N)ncnc21 | -4% | -2%&-1%&2% | -3%&0%&7% | 2% | -8%&-11%&7% | -13%&-3%&2% | 16%&8% | 9%&1%&-8% |
| Cc1ccc2nc(SCC(=O)N(CC(C)C)c3c(N)n(Cc4ccccc4)c(=O)[nH]c3=O)[nH]c2c1 | -7% | -2% | 9% | -1% | ? | -1% | -5% | -5% |
| CC(C)c1ccc(/C=C(\c2nc3ccccc3[nH]2)S(=O)(=O)c2ccccc2)cc1 | -17% | 7% | 7% | -4% | 3% | 1% | -3% | -11% |
| CCN1CCN(c2ncnc3c2cnn3-c2cccc(C)c2)CC1 | . | -2% | . | . | -15% | -7% | . | 2% |
| COc1ccc(S(=O)(=O)NCCS(=O)(=O)N2CCN(c3ccccc3)CC2)cc1C | . | ? | . | . | -3% | 10% | . | -3% |
| CC1(C)C2CCC1(C)C1(C2)NC(=O)c2ccccc2O1 (stereo not given) | -11% | -2% | 11% | 2% | -3% | 11% | 6% | -2% |
| CCCCCOC(=O)Cn1c(N2CCCCCC2)nc2c1c(=O)[nH]c(=O)n2C | 1% | 0% | 7% | 1% | -12% | 8% | i | -26% |
| Cc1cccc(Nc2ncccc2C(=O)NCc2cccs2)c1C | -7% | 0% | -2% | 13% | -6% | 2% | -21% | 9% |

Continued:
| Molecule | L3MBTL1 block | TexasRed fluor | RGS12 GoLoco inh | JMJD2E inh | Tau ThT inhib | Tau fibril FP | RECQ1 inh | TRb-SRC2 inh |
| --- | --- | --- | --- | --- | --- | --- | --- | --- |
| COc1ccc(NC(=O)C2Cc3ccccc3N2C(=O)c2ccccc2)c(OC)c1 (stereo not given) | . | -2% | . | . | -5% | 2% | . | 3% |
| CCSc1nnc(COc2ccccc2)n1CC | . | -6% | -3% | 1% | -5% | -10% | 1% | 6% |
| CCOc1ccccc1NC(=S)Nc1ccccc1F | 5% | -6% | 4% | -4% | -13% | -3% | -1% | -3% |
| COc1cc(C2C3C(C)N(C)C(=O)N(C)C3N(C)C(=O)N2C)ccc1O (stereo not given) | -1% | 0% | 6% | 7% | -7% | 2% | -9% | -22% |
| CCC(C)NC(=O)c1ccccc1NC(=O)Nc1ccccc1 (stereo not given) | 7% | -1% | 2% | ? | -1% | -8% | 0% | -11% |
| OCCn1c(CSc2nc3ccccc3n2CCO)nc2ccccc21 | 1% | -1% | -9% | ? | -9% | -5% | i | -5% |
| O=C(N1CCOCC1)N1CCCC(c2nc(-c3cccs3)no2)C1 (stereo not given) | 3% | 0% | -9% | -1% | -3% | -3% | -16% | -3% |
| CCn1c(SCC(=O)c2ccccc2)nc2sc3c(c2c1=O)CCN(C)C3 | ? | 2% | 28% | ? | ? | ? | -2% | 4% |
| COc1cccc(-c2noc(-c3cc4ccccc4oc3=O)n2)c1OC | . | -3% | . | . | ? | -11% | . | -8% |
| CCOP(=O)(O)c1ccccc1OCCOCCOc1ccccc1P(=O)(O)OCC | . | 0% | 3% | -4% | -19% | -1% | 2% | 16% |
| CCOC(=O)c1c(NC(=O)CC2Nc3cc(C)c(C)cc3NC2=O)sc(C)c1C (stereo not given) | 2% | -1% | 17% | ? | ? | ? | -14% | 4% |
| CC(C)OCCCNC(=O)c1ccc(-n2c(-c3ccccc3)cc3c2CCCC3)cc1 | . | -1% | . | . | -9% | 14µM* | . | -7% |

Continuation:
| Molecule | L3MBTL1 block | TexasRed fluor | RGS12 GoLoco inh | JMJD2E inh | Tau ThT inhib | Tau fibril FP | RECQ1 inh | TRb-SRC2 inh |
| --- | --- | --- | --- | --- | --- | --- | --- | --- |
| Cc1cccc(C)c1NC(=O)C1(N2CCN(C(=O)c3ccco3)CC2)CCCCC1 | 9% | -1% | -1% | -3% | -1% | 4% | 0% | -7% |
| CCc1nn(-c2cc(Oc3cccc4ccccc34)nc(-c3ccccc3)n2)c(N)c1C#N | 8% | 0% | 2% | 7% | -7% | 4% | 6% | 7% |
| Cc1c(NC(=O)/C(C#N)=C/c2c(N3CCCCC3)nc3ccccn3c2=O)c(=O)n(-c2ccccc2)n1C | 9% | 0% | 21% | 2% | 1% | -1% | -3% | 3% |
| CCc1ccccc1Nc1cc(C(=O)NCCCN(C)C2CCCCC2)c2ccccc2n1 | . | -2% | . | . | -16% | 7% | . | 4% |
| CC(C)C[C@H](NC(=O)c1nc[nH]c1C(=O)NC(c1ccccc1)c1ccccc1)C(=O)OCc1ccccc1 | -21% | 1% | 3% | 1% | -4% | ? | -29% | 7% |
| O=C(CCC1COc2ccccc2O1)Nc1ccccn1 (stereo not given) | -1%[11.4 µM] | 1% | 7% | 2% | -2% | 6% | -11% | 7% |
| COc1cc(Cl)c(C)cc1NC(=O)CSc1nnc(-c2cccnc2)n1Cc1ccco1 | -7% | 0% | 6% | -9% | -11% | 6% | -9% | -12% |
| Cc1ccc(C(=O)CSc2ncnc3ccccc23)o1 | -8% | -3% | 11% | -22% | ? | ? | 0% | -10% |
| CC1CCN(C(=O)c2cnn(-c3cccc(Cl)c3)c2C2CCN(C(=O)OC(C)(C)C)CC2)CC1 | . | -4% | . | . | -14% | 2% | . | 1% |
| COc1ccc(CCN2C(=O)c3cccnc3C2=O)cc1OC | -3% | -4% | 6% | -1% | -4% | -7% | i | -13% |
| Cn1c(=O)c2c(ncn2CCCC(=N)N2CCOCC2)n(C)c1=O | 8% | -4% | 8% | 3% | -3% | 0% | 3% | -3% |
| CCOC(=O)c1ccc(-n2c(CCC(=O)O)ccc2-c2cccs2)cc1 | . | -3% | -6% | ? | ? | -9% | -3% | -2% |

Arranged by length of the SMILES (falling): part of the list above
| Molecule | L3MBTL1 block | TexasRed fluor | RGS12 GoLoco inh | JMJD2E inh | Tau ThT inhib | Tau fibril FP | RECQ1 inh | TRb-SRC2 inh |
| --- | --- | --- | --- | --- | --- | --- | --- | --- |
| CC(C)c1ccc(/C=C(\c2nc3ccccc3[nH]2)S(=O)(=O)c2ccccc2)cc1 | -17% | 7% | 7% | -4% | 3% | 1% | -3% | -11% |
| COc1cc(C2C3C(C)N(C)C(=O)N(C)C3N(C)C(=O)N2C)ccc1O (stereo not given) | -1% | 0% | 6% | 7% | -7% | 2% | -9% | -22% |
| O=C(CN1CCCCC1)Nc1ccccc1 | . | 0% | 8% | -4% | -1% | -3% | -14% | 3% |

The list continues.
| Molecule | L3MBTL1 block | TexasRed fluor | RGS12 GoLoco inh | JMJD2E inh | Tau ThT inhib | Tau fibril FP | RECQ1 inh | TRb-SRC2 inh |
| --- | --- | --- | --- | --- | --- | --- | --- | --- |
| O=C(CSc1ccccn1)Nc1ccc2c(c1)oc1ccccc12 | 13% | -2% | 12% | 1% | 16% | ? | -8% | 1% |
| CCN1CCN(CCCN(Cc2ccco2)C(=S)Nc2ccc(Cl)cc2)CC1 | 3% | 0% | 2% | -5% | 10% | -5% | -1% | -10% |
| OCCNc1nc(-c2ccccc2)nc2ccccc12 | -8% | -5% | 12% | -3% | -7% | -7% | -4% | 2% |
| CCOC(=O)C1CCN(C(=O)CCn2c(=O)[nH]c3ccccc3c2=O)CC1 | -1% | -4% | 8% | 3% | -8% | -2% | i | -15% |
| O=C(NCc1ccc(F)cc1)C1CCN(S(=O)(=O)c2ccc3c(c2)CCCN3C(=O)C2CCC2)CC1 | . | -2% | . | . | -8% | 10% | . | 1% |
| O=C(c1ccc(Cl)c(Cl)c1)c1cnc(Nc2ccccc2)s1 | 3% | -3% | -12% | 1% | -19% | -15% | -1% | -3% |
| CC(=O)Nc1sc(NC(=O)c2ccc([N+](=O)[O-])cc2)nc1-c1cccs1 | 5% | -2% | -3% | -5% | 7.9µM* | 2% | -15% | 0% |
| C/C(=N\N1C(=O)c2ccccc2C1=O)c1cccc([N+](=O)[O-])c1 | 4% | -3% | 0% | 2% | -7% | 10% | -5% | -5% |
| CC(=O)c1ccc(N2C(=O)N(CC(=O)c3ccc(F)cc3)c3ccccc3S2(=O)=O)cc1 | . | ? | . | . | 5% | ? | . | 2% |
| CCN(CC)Cc1nc2c(c(=O)[nH]1)C1(CCCCC1)Cc1ccccc1-2 | -11% | 2% | 3% | 0% | -19% | -6% | -4% | 3% |

Entries of single compounds, quoted from the list.
`COc1cccc(-c2noc(-c3cc4ccccc4oc3=O)n2)c1OC` is listed with L3MBTL1 block = .; TexasRed fluor = -3%; RGS12 GoLoco inh = .; JMJD2E inh = .; Tau ThT inhib = ?; Tau fibril FP = -11%; RECQ1 inh = .; TRb-SRC2 inh = -8%
`Cc1nnc(SCc2ccccc2)n1CC1CCCO1` (stereo not given) is listed with L3MBTL1 block = .; TexasRed fluor = -3%; RGS12 GoLoco inh = 3%; JMJD2E inh = 0%; Tau ThT inhib = -4%; Tau fibril FP = -4%; RECQ1 inh = -12%; TRb-SRC2 inh = -18%
